PTAP TSG101 blk = qHTS Assay for Iinhibitors of HIV-1 Budding by Blocking the Interaction of PTAP/TSG101 | Tumor susceptibility gene 101 protein (Homo sapiens), Q99816 | Fluorescence polarization, FITC-PTAP peptide / Tsg101 binding | Potency, µM (highest dose often 115 µM), for the others: top-dose activity change, negative = inhibition, actives largely listed as inhibitors | 340,000 tested, under 10 active | AID 493005, 2010; active means well fitted inhibition curve with a large enough effect in the main read-out, with a control signal flat, not every such curve was filed as active; inconclusive means small, poorly fitted or top-dose-only effect, or effect the other way, or a change in a side signal; inactive means no such curve, though single readings can be large or run the other way; further: potency means the concentration at half of the fitted maximal effect; % of control where 0% means no effect
Target sequence (Q99816 whole entry, looked up): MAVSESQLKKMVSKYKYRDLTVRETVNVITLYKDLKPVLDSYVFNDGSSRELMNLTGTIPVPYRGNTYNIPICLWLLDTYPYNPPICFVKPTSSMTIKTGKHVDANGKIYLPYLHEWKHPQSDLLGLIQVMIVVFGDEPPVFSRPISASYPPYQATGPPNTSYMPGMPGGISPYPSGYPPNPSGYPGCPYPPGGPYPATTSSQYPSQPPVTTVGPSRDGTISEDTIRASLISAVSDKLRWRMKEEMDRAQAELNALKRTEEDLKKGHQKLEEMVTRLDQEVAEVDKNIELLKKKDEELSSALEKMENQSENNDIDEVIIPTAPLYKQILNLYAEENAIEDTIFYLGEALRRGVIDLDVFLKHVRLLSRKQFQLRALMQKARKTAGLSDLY
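Steps: Tsg101 binding domain dispensed (10 uM final), compounds pinned in DMSO, FITC-labeled PTAP-motif peptide added (50 nM final); after 20 min binding at room temperature, polarization measured.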
TCR activator = Activators of T cell receptors: qHTS campaign; AID 504894, 2011; 330,000 tested, under 10 active; Potency, µM (doses to about 9.22 µM), for inactives: top-dose activation of IL-2 secretion, actives largely listed as activators; primary human leukocytes, anti-CD3, IL-2 HTRF, 48 h; further: % of control where 0% means no effect
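Readout: HTRF IL-2, Eu-cryptate/d2 antibody pair, 320nm excitation, 665nm emission. Stimulus: a-CD3 beads, no co-stimulation. Cells: primary human leukocytes. Exposure: 48 hr with compound.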
a7 integrin act = qHTS for Activators of Integrin-Mediated Alleviation for Muscular Dystrophy | alpha7betagal myoblasts, beta-gal FDG fluorescence, 48 h | Potency, µM (series often up to 38.3 µM), without a hit: at the top dose activation, hits mostly activators | 350,000 tested, 0.064% active | AID 624291, 2012;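 further: potency means the concentration at half of the fitted maximal effect; 100% = response of the positive control SU9516; nearly all actives have a fitted effect of over 60% in size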
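Alpha7betagal+/- myoblasts (passage 13) were plated 16-24 hr, then exposed to compounds (1:260 dilution of DMSO stock) for 48 hours at 37C. After MPER lysis, β-galactosidase reporter activity was read as FDG fluorescence (ex 480/em 540) after 30 minutes.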
S-ASM inh = Inhibitors of Secretory Acid Sphingomyelinase (S-ASM): qHTS | 340,000 tested, 0.006% active | placental ASM, HMU-PC fluorogenic substrate, 60 min | Potency, µM (doses to about 57.5 µM), inactives show top-dose activity change, negative = inhibition, actives largely listed as inhibitors; further: potency means the concentration at half of the fitted maximal effect
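HMU-PC0 cleavage (9 uM final) by human placental ASM, 60 min at 37 °C following 10 min compound exposure at RT; stopped at pH 10, fluorescence Ex 386/Em 447 nm.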
MLL CXXC-DNA inh = qHTS Fluorescence Polarization Assay for Inhibitors of MLL CXXC domain - DNA interaction. Histone-lysine N-methyltransferase 2A (Homo sapiens), Q03164. MLL-CXXC / FITC-HOXA9 DNA fluorescence polarization. Potency, µM (top dose mostly 115 µM), for the others: top-dose activity change, negative = inhibition, most hits filed as inhibitors. 290,000 tested, 0.037% active. AID 2662, 2010; active means well fitted inhibition curve with a large enough effect in the polarisation, with a control signal flat, not every such curve was filed as active; inconclusive means small, poorly fitted or top-dose-only effect, or effect the other way, or a change in a side signal; inactive means no such curve, though single readings can be large or run the other way; the % refers to the polarisation; further: potency means the concentration at half of the fitted maximal effect
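Steps: dispense CXXC domain solution (7 uM) → pin compounds or unlabeled HOX-A9 DNA control → 5 min ambient → add FLSN-HOX-A9 solution (50 nM) → spin → 30 min ambient → fluorescence polarization. Tris pH 7.5/NaCl/DTT/BSA buffer.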
AT treatment = qHTS Assay for Identifying a Potential Treatment of Ataxia-Telangiectasia; […] A-T fibroblasts, KAP-1 phosphorylation AlphaLISA; neocarzinostatin DNA damage 30 min before lysis; Potency, µM (highest dose often 57.5 µM), for the others: at the top dose activation, usual class: activators; 320,000 tested, 0.19% active; AID 485349, 2010; further: potency means the concentration at half of the fitted maximal effect; % of control where 0% means no effect; nearly all actives have a fitted effect of over 45% in size
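ATM-like activity read as KAP-1 phosphorylation via AlphaLISA donor/acceptor antibody pairs after lysis and 6 hr at 25C. Cells were ATM-null patient fibroblasts ([…], hTERT), dosed 60 min, then exposed to the DSB inducer NCS for 30 min.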
TSHR antag = Antagonists of the Thyroid Stimulating Hormone Receptor: HTS campaign; TSHR-expressing cells, TSH-stimulated cAMP HTRF, 2 h; stronger effect = lower value; 330,000 tested, 0.2% active; activity change, negative = inhibition, % at 11.5 µM; Thyrotropin receptor (Homo sapiens), P16473;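 active means activity change below a set negative limit, meaning inhibition stronger than a set level, cut at about -70% in these data; inconclusive means activity change between two set negative limits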; further: on the % scale 0 is the no-effect control and ±100 the full control effect
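TSHR-expressing cells, 200/well, pre-treated with compound, then stimulated with EC80 TSH (4nM final) for 2 hours at 37 deg C. cAMP measured by competitive HTRF: anti-cAMP cryptate antibody in lysis buffer plus cAMP-d2, read after 30 minutes at room temperature.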
Mito fusion act = qHTS Assay for Small Molecule Inhibitors of Mitochondrial Division or Activators of Mitochondrial Fusion | S. cerevisiae fusion-defective mutant growth rescue, CellTiterGlo 48 h | Potency, µM (titrated, usually from 46.1 µM), for the others: at the top dose growth rescue (activation), most hits filed as activators | 320,000 tested, 0.23% active;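 further: potency means the concentration at half of the fitted maximal effect; % of control where 0% means no effect; nearly all actives have a fitted effect of over 45% in size; temperature-sensitive fusion mutants such as fzo1-1 at 37 °C on non-fermentable ethanol glycerol medium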
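Luminescent cell viability in 1536-well qHTS format served as the measure of rescued growth in ts fusion-mutant S. cerevisiae cultured on non-fermentable YPEG for 48 hours at 37C.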
Menin-MLL TR inh = qHTS Assay for Inhibitors Targeting the Menin-MLL Interaction in MLL Related Leukemias: Competition With Texas Red Labeled MLL-derived Mutant Peptide | AID 1768, 2009 | Potency, µM (doses to about 61.6 µM), inactives show at the top dose FP activity change, negative = inhibition, usual class: inhibitors | O00255 | 270,000 tested, 0.23% active | Menin + Texas Red MLL mutant peptide, fluorescence polarization; active means well fitted inhibition curve with a large enough effect in the polarisation, with a control signal flat, not every such curve was filed as active; inconclusive means small, poorly fitted or top-dose-only effect, or effect the other way, or a change in a side signal; inactive means no such curve, though single readings can be large or run the other way; the % refers to the polarisation; further: potency means the concentration at half of the fitted maximal effect; % of control where 0% means no effect; many of its hits are not listed in these tables
MBNL1-CUG inh = qHTS Assay for Inhibitors of MBNL1-poly(CUG) RNA binding; Muscleblind-like protein 1 (Homo sapiens), Q9NR56; TR-FRET MBNL1-His/biotin-(CUG)12 binding, 665/545 ratio; Potency, µM (highest dose often 57.5 µM), inactives show top-dose activity change, negative = inhibition, usual class: inhibitors; 280,000 tested, 0.036% active; AID 2675, 2010; active means well fitted inhibition curve with a large enough effect in the signal ratio, with a control signal flat, not every such curve was filed as active; inconclusive means small, poorly fitted or top-dose-only effect, or effect the other way, or a change in a side signal; inactive means no such curve, though single readings can be large or run the other way; the % refers to the signal ratio; further: potency means the concentration at half of the fitted maximal effect; on the % scale 0 is the no-effect control and ±100 the full control effect
Target sequence (Q9NR56 whole entry, looked up): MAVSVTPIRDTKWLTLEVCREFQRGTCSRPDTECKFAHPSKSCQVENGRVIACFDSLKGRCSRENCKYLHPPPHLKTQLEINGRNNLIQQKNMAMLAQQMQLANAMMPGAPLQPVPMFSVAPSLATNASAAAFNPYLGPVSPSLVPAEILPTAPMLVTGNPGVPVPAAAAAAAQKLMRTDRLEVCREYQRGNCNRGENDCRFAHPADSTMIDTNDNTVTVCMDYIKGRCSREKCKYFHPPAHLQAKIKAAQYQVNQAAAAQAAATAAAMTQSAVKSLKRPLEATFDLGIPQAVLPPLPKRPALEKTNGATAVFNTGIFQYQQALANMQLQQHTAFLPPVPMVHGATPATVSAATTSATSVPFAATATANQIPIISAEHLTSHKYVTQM
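Compound titration spanned 92 nM–58 uM against the MBNL1-His/biotin-(CUG)12 complex. After 60 min at room temperature with 5 nM streptavidin-XL665 and 0.055 ng/ul terbium anti-His, ratiometric 665/545 nm emission (Ex 340 nm) normalized to controls.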
The depositor's hits bear a star; u = inconclusive; x = no result given; [ ] = remark or other dose. Unless noted, the call rests on the fitted dose curve; in most records, active means well fitted curve in the direction sought with a large enough effect; inconclusive means small, poorly fitted or top-dose-only effect, or another doubt; inactive means no such curve, though single readings can be large; an effect the other way counts as inactive or inconclusive. This is a subset. The share of hits here may be higher or lower than overall.

# | smiles | PTAP TSG101 blk | TCR activator | a7 integrin act | S-ASM inh | MLL CXXC-DNA inh | AT treatment | TSHR antag | Mito fusion act | Menin-MLL TR inh | MBNL1-CUG inh
1 | O=C(N/N=C/c1c(O)ccc2ccccc12)c1[nH]ncc1Br | 2% | 3%[46.1 µM] | u | -6% | 0% | 7% | -6 | -3% | u | 10%
2 | COc1ccc(C(=O)Nc2ccc(SC(F)F)cc2)cc1 | 0% | 10%[46.1 µM] | 7% | 2% | -7% | -6% | -11 | 2% | -2% | 13%
3 | O=C(COc1ccc2ccc(=O)oc2c1)N1CC[C@@]2(O)CCCC[C@H]2C1 | 6% | -1% | 0% | 5% | 3% | -9% | 16 | 3% | -3% | 19%
4 | Cc1ccccc1N1C(=S)NC2c3ccccc3OC1(C)C2C(=O)N(C)C (centres undefined) | -1% | -1% | 10% | 2% | 0% | -1% | -5 | u | -11% | -4%
5 | COc1cccc(CN2CC(C(=O)NCCc3ccc(C)o3)CCC2=O)c1 (centres undefined) | -2% | -6% | 24% | -2% | 0% | 3% | 5 | 1% | x | -5%
6 | Cc1oc(C(C)(C)C)c(CN2CCOCC2)c1C(=O)O | -6% | 5% | 0% | 1% | 1% | 2% | 1 | 0% | 16% | 1%
7 | CC(=O)c1c(C)[nH]c(C(=O)CSc2nnc(C3CCCCC3)n2N)c1C | -3% | 2% | -47%[inhibitor] | 1% | 3% | 1% | 11 | -1% | -1% | 3%
8 | Cc1ccc(/C(CSc2nccn2-c2ncc(C(F)(F)F)cc2Cl)=N\O)cc1 | -7% | 0% | -5% | -3% | 12% | -8% | -10 | 6% | -10% | 2%
9 | CCOC(=O)/C=C/C(=O)N1CCN(C(=O)/C=C/C(=O)OCC)CC1 | -6% | 1% | -27% | -3% | -9% | -2% | -3 | -5% | x | -4%
10 | CCn1c(=O)cc(OCC(=O)N2CCN(C(=O)c3ccco3)CC2)c2ccccc21 | -3% | 6% | -3%[7.66 µM] | -1% | -4% | -14% | -2 | -3% | -30% | 4%
11 | O=C(Nc1cccc2ccccc12)N1N=CCC1c1ccccc1 (centres undefined) | 0% | -5% | 2% | -3% | -2% | 8% | 11 | 5% | x | -2%
12 | CCC(C)Nc1nc(-c2ccc3c(c2)NC(=O)CO3)cs1 (centres undefined) | -1% | -7% | -10% | -6% | 9% | -6% | -14 | -5% | -21% | 4%
13 | O=C(COc1ccc2c3c(c(=O)oc2c1)CCCC3)NCc1ccccn1 | 3% | 5% | u | 0% | 22% | 3% | 0 | -3% | x | -6%
14 | C(=N\N=C\c1cccnc1)/c1cccnc1 | -3% | -3%[46.1 µM] | 9% | 5% | 10% | 5% | -7 | -1% | 6% | u
15 | CC1CCc2c(sc(NC(=O)CN3CCN(C(=O)c4ccco4)CC3)c2C#N)C1 (centres undefined) | 0% | -1% | -19% | -1% | 0% | 6% | 9 | 23% | -8% | -5%
16 | O=C(Nc1ccc(N2CCCC2)c(Cl)c1)c1ccc([N+](=O)[O-])cc1 | -4% | 10%[46.1 µM] | -8% | 0% | -8% | 0% | -3 | -6% | u | x
17 | CCOc1cc(CNc2ccc3c(c2)OCCO3)cc(Br)c1OC | 0% | -4% | -15% | -21% | 10% | -2% | -15 | 7% | 17% | 3%
18 | Cc1c(C(=O)N2CCN(c3ccccc3F)CC2)sc2nc(-c3ccccc3)cn12 | -7% | -1% | -7% | -25% | 14% | 0% | -4 | 6% | 0% | 0%
19 | Cc1ccc(Nc2nnc(SCC(=O)Nc3cccc(S(=O)(=O)NC4=NCCCCC4)c3)s2)c(C)c1 | 2% | -2%[46.1 µM] | -11% | -4% | 0% | -1% | 15 | -3% | 1% | -3%
20 | Cc1cc(C2(O)C(=O)Nc3ccccc32)ccc1F (centres undefined) | -2% | 0% | -9% | -2% | 9% | -13% | -7 | -11% | 6% | -6%

# | smiles | PTAP TSG101 blk | TCR activator | a7 integrin act | S-ASM inh | MLL CXXC-DNA inh | AT treatment | TSHR antag | Mito fusion act | Menin-MLL TR inh | MBNL1-CUG inh
21 | Cc1[nH]c2ccccc2c1C(=O)CN1C(=O)C(=O)N(CCC2=CCCCC2)C1=O | -5% | 9% | -2% | -24% | x | 5% | -33 | 13% | x | x
22 | O=C1CN(C(=O)COC(=O)c2ccc(C(F)(F)F)cc2)c2ccccc2N1 | 0% | 0% | -4% | -2% | x | -4% | x | x | x | x
23 | CC(C)(C)OCC1CO1 (centres undefined) | 2% | -2% | x | -1% | x | 12% | -25 | -7% | x | x
24 | COc1ccc(Cc2nc(C(=O)Nc3ccc(OC)cc3)cs2)cc1 | -3% | 4% | 15% | -5% | 0% | 5% | -16 | 8% | -3% | 2%
25 | CCCC(=O)OCC(=O)Nc1ccc([N+](=O)[O-])cc1C#N | -7% | -2% | -27% | -2% | -3% | -9% | -5 | 1% | x | x
26 | CS(=O)(=O)N(Cc1ccc(C(=O)NN=C2CCCC2)cc1)c1ccccc1 | -4% | 1%[46.1 µM] | 21% | 2% | 4% | -10% | 9 | -2% | -1% | x
27 | O=c1[nH]c(C2CCN(S(=O)(=O)c3ccc(S(=O)(=O)NC4CC4)cc3)CC2)nc2c1nnn2Cc1ccc(F)cc1 | -3% | -1% | 5% | 142%[activator] | -1% | -7% | x | -18% | x | -2%
28 | Cc1ccc(NC(=O)CS(=O)CC(=O)NC23CC4CC(CC(C4)C2)C3)cc1 (centres undefined) | 4% | 0% | -6% | -2% | -5% | -3% | -5 | 10% | -23% | 5%
29 | CC(O)c1ccc(-n2cnnn2)cc1 (centres undefined) | -4% | -5%[46.1 µM] | -7% | 1% | 8% | -2% | 2 | -5% | 3% | 11%
30 | CC1CC1C(=O)Nc1nc2ccc(S(C)(=O)=O)cc2s1 (centres undefined) | -5% | -3% | 3% | -1% | -2% | -1% | 1 | 1% | 2% | -1%
31 | Cn1ccnc1C(=O)c1ccc(NN)c([N+](=O)[O-])c1 | -1% | 6% | -33% | -5% | u | -7% | -9 | -12% | 4% | u
32 | Cn1cnnc1SCc1ccc(C(=O)n2ncc(C#N)c2N)cc1 | -4% | -5% | 15% | 4% | 7% | 11% | 0 | 0% | 6% | -5%
33 | CCCc1cc(=O)n2[nH]c(-c3cc(OC)c(OC)c(OC)c3)nc2n1 | -1% | 1% | -16% | -1% | -5% | -3% | 1 | -3% | u | u
34 | CC1=CC(=C(C#N)C#N)C=C(C)N1CCN1CCNCC1 | 0% | 2% | u | -2% | 0% | -2% | 6 | 6% | 10% | -5%
35 | COC(=O)C1(C)NC(c2ccccc2C)C2C(=O)N(c3ccccc3)C(=O)C21 (centres undefined) | -5% | 0% | 15% | -1% | 2% | 0% | -13 | 2% | 14% | -5%
36 | CCOc1ccc(NC(=O)C2CCC(N3C(=O)C4CC=CCC4C3=O)CC2)cc1 (centres undefined) | -9% | 1% | -20% | 0% | -5% | -2% | 13 | 1% | 2% | -5%
37 | COc1ccc(Cl)cc1C(=O)NNC(=O)CSc1nnnn1C | 0% | -3% | -18% | -1% | 6% | 1% | 7 | -1% | -8% | -17%
38 | COC(=O)C1=C(N)OC2=C(C(=O)CCC2)C1c1cccnc1 (centres undefined) | -6% | -93% | -6% | 14% | -3% | 2% | -1 | 3% | 2% | 10%
39 | COc1ccc(-c2nnc(SCCC(=O)O)n2-c2ccccc2)cc1 | -5% | 2% | 3% | 6% | 2% | -9% | 0 | -6% | 10% | -5%
40 | Cc1sc(C(=O)NCc2cccnc2)c2nc(C)n(CC(=O)NCc3cccnc3)c(=O)c12 | x | x | 17% | -3% | 11% | 1% | 3 | -2% | -13% | -9%

From PubChem
